CAL PDZ FP-1 – blocks peptide binding to human CAL PDZ domain; inhibition, % at 20 µM; purified CAL PDZ, TMR-peptide fluorescence polarization, 1 h; hit rate 0.02% among 330,000; AID 504414;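 active means highest replicate inhibition of at least 40%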;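 further: plate controls were DMSO neutral control wells for no effect and unlabeled competitor peptide control wells for full effect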
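material = purified tagged CAL PDZ domain construct (CerCALP) | buffer or medium = sodium phosphate/NaCl buffer pH 7.4 with TCEP, IgG, Thesit | reagent = TMR-labelled reporter peptide T*-PRC34 bound in PDZ groove | incubation = 1 h room-temperature incubation prior to read | measured by = fluorescence polarization (mP) | evaluation = percent inhibition from loss of millipolarization | control set = unlabelled peptide and DMSO controls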
cardiac RTF act – cardiac RTF calcium sensitization. hit rate 0.24% among 340,000. IANBD-labeled TnC RTF fluorescence at EC20 calcium; 0% EC20 calcium, 100% full calcium. AID 493008. P19429+P45379. activation, % at 7.2 µM;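 active means activation above the mean over all tested compounds plus 3 SD, cut at about 30% in these data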;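 further: rise in fluorescence read as greater calcium sensitivity of cardiac thin filaments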
Rtt109 HAT inh – C. albicans Rtt109 histone acetyltransferase inhibition; purified Rtt109/Vps75, ThioGlo CoA-SH fluorescence, 4 h; inhibition, % at 34.9 µM; Q5AAJ8; hit rate 0.16% among 330,000; AID 540336;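 active means inhibition of at least 50% in every replicate; inconclusive means best replicate reaches 50% inhibition but some replicates fall short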
Target sequence (Q5AAJ8 whole entry, looked up): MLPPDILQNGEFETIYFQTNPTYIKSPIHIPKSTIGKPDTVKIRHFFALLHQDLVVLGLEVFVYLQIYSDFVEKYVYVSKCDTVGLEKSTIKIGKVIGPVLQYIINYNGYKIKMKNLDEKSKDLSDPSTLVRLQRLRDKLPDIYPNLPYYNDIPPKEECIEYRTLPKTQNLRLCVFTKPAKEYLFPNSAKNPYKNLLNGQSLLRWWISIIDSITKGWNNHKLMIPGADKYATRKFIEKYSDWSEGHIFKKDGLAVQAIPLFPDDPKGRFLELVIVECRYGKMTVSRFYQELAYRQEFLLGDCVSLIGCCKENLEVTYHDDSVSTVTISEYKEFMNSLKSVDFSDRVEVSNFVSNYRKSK
Wnt bcat act – activators of Wnt/beta-catenin signaling; activation, % at 9.35 µM; hit rate 1.2% among 300,000; AID 743398; Wnt/beta-catenin reporter cell assay, activator, plate reader; in the data active means activation above about 30%, passing the limit was not always enough; inconclusive means no clear call, values can overlap the other calls;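 further: 0% = neutral control wells and 100% = positive control wells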
Tat transport – inhibitors of E. coli Tat protein transport | E. coli MC4100 TorA-mCherry Tat export, fluorescence | inhibition, % at 10 µM | hit rate 0.036% among 340,000 | AID 488895;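 active means mean replicate inhibition at least 50% and at least half of replicates individually reaching 50%; inconclusive means only one of the two criteria met; inactive means neither criterion met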;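 further: exported cargo escapes ClpAP degradation while cytoplasmic cargo is degraded and loses fluorescence; 0% = median of neutral control wells and 100% = median of NaSCN control wells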
CAL PDZ FP-2 – blocks peptide binding to the human CAL PDZ domain; Q9HD26; hit rate 0.92% among 300,000; purified CAL PDZ, TMR-peptide fluorescence polarization, 1 h; inhibition, % at 24.9 µM; AID 602252;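 active means mean inhibition of at least 30% with at least half of replicates also reaching 30%; inconclusive means no clear call, values can overlap the other calls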;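 further: 0% = DMSO neutral control and 100% = excess unlabeled competitor peptide PRC23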
dFosB act – mouse delta FosB homodimer activation | P13346 | purified delta FosB, TAMRA-CDK5 oligo fluorescence polarization; percent of positive-control signal above neutral wells | activation, % at 25 µM | hit rate 0.99% among 340,000 | AID 493131;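 active means mean activation above about 17%, with every replicate also reaching it, limit read from the data, passing the limit was not always enough; inconclusive means only one of the two conditions met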;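 further: fluorescence polarization rise as delta FosB binds a TAMRA Cdk5 AP-1 oligo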
V-ATPase pH – yeast V-ATPase proton transport regulation by pHLuorin; S. cerevisiae, pHLuorin cytosolic pH fluorescence; response, % at 10 µM; hit rate 0.37% among 350,000; AID 504577; in the data active means response mostly above about 7.3%, no sharp cut-off; inactive means mostly below about 5.4%; further: actives read high; inactives centre near 0; some compounds called inactive have numbers as strong as hits
MITF TRPM1 HTS – activators of MITF-driven TRPM1 promoter activity in SK-MEL-5 cells | SK-MEL-5 TRPM1-promoter luciferase, 24 h; % of positive control, neutral wells = 0 | activation, % at 12.5 µM | hit rate 0.75% among 300,000 | AID 588334;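 active means mean activation of at least 80% with every replicate also reaching 80%; inconclusive means mean reaches 80% but some replicate falls short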;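 further: 0% = neutral control wells and 100% = parthenolide positive control wells; values of inactives mirror those of a sister screen read the other way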
CDK5 inh – inhibitors of human CDK5/p35 kinase. Q00535+Q15078. hit rate 0.01% among 330,000. inhibition, % at 10 µM. AID 488839. Recombinant CDK5/p35, ADP-Glo luminescence, 60 min;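 active means highest replicate inhibition of at least 50% and at least 75% of replicates reaching 50%; inconclusive means only one of the two criteria met; inactive means both criteria failed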;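 further: plate controls were DMSO neutral control for no effect and GW8510 at 10 µM for full effect; many of its hits are not listed in these tables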
Target sequence (Q00535 whole entry, looked up): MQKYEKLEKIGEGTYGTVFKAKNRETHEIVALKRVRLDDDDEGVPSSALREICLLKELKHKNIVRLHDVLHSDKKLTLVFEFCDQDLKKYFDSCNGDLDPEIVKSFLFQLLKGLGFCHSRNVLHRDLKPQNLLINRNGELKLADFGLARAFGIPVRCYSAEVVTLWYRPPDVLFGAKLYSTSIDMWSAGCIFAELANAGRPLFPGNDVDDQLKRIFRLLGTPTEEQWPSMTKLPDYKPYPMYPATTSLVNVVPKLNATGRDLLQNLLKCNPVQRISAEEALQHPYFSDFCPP
Target sequence (Q15078 whole entry, looked up): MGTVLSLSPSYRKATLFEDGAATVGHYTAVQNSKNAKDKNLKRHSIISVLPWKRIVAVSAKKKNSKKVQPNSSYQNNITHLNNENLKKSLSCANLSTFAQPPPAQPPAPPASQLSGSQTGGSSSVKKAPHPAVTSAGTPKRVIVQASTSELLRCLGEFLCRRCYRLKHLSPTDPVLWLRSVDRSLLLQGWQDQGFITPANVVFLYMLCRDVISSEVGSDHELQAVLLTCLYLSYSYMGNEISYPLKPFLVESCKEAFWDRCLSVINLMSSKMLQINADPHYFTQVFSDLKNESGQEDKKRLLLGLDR
An asterisk follows results filed as active; u = inconclusive; x = not tested or not shown; & = joins results of further samples.

SMILES | CAL PDZ FP-1 | cardiac RTF act | Rtt109 HAT inh | Wnt bcat act | Tat transport | CAL PDZ FP-2 | dFosB act | V-ATPase pH | MITF TRPM1 HTS | CDK5 inh
COP(=O)(C#Cc1ccccc1)C(O)c1ccc(Br)cc1 (centres undefined) | -0.2 | 0 | -3 | 7 | 1 | 0 | -2 | 5 | -6 | 0.1
O=C(COc1ccc(Cl)cc1)NCCc1cnc[nH]1 | -0.4 | -5 | -3 | 3 | 4 | -2 | 2 | 0 | -2 | -2.4
O=c1[nH]c(=S)n(-c2ccc(F)cc2)c(O)c1/C=N/N1CCOCC1 | -0.5 | -4 | 11 | 4 | -4 | -12 | 7 | -2 | x | 1.0
O=c1c2ccccc2nc(-c2ccccc2)n1-c1cccc(O)c1 | -0.1 | 7 | 1 | -20 | 1 | 3 | -4 | 1 | 0 | -0.5
C[N+](C)(C)CC1CCCc2ccccc2C1=O (centres undefined) | -0.3 | 0 | 4 | -4 | -2 | 2 | -3 | 3 | 3 | -2.3
O=C(Nc1ccc(F)cc1F)c1cccn(Cc2ccccc2)c1=O | -1.0 | -3 | -7 | -2 | -8 | 2 | -18 | 1 | -9 | -2.5
Fc1ccc(N2CCN(Cc3cc4c(cc3Br)OCO4)CC2)cc1 | 0.4 | 2 | -2 | -2 | -3 | -1 | 3 | 4 | x | -0.1
COc1ccc(C)cc1NC1=NCCCS1 | -0.3 | 5 | 5 | 0 | 3 | -4 | -6 | 2 | 0 | -2.3
O=c1c2ccccc2nc(CNCc2ccco2)n1-c1ccc(F)cc1 | 0.4 | -2 | -1 | 2 | -4 | 0 | -4 | 1 | 4 | -2.6
O=C(c1ccc2c(c1)OCO2)C1CCCN(Cc2ccccn2)C1 (centres undefined) | -0.1 | 3 | 6 | 3 | -4 | 15 | -2 | 1 | -7 | -0.4
CC(Cc1ccccc1)N1C(=O)c2ccccc2C1=O (centres undefined) | -1.4 | 0 | -6 | 0 | 0 | -18 | 3 | 1 | 64 | -1.4
Cc1cc(/C=C2\C(=O)NC(=O)N(c3cccc(F)c3)C2=O)c(C)n1-c1ccc(C(=O)O)c(Cl)c1 | 0.4 | -2 | 8 | 0 | -6 | -3 | -8 | 0 | x | -2.6
Clc1ccc(-c2nc3ccc(Cl)cn3c2CN2CCOCC2)cc1 | -1.5 | -2 | 8 | x | 7 | -2 | -7 | 5 | -4 | 0.1
COC(=O)C1=C(c2ccc(-c3ccccc3)c(F)c2)C[C@@H]2CC[C@H]1N2C(=O)NCc1ccco1 | 0.1 | -2 | 1 | -2 | 1 | -3 | -1 | 3 | -10 | 1.0
COc1ccc(CN2CCN(c3ccccc3)CC2)c(C)c1C | -3.7 | -2 | -1 | x | 11 | -1 | -7 | 1 | -1 | 4.1
CC(C)COc1ccc(Cc2c(O)[nH]c(=S)[nH]c2=O)cc1 | -1.7 | 2 | u | -1 | -2 | 7 | -4 | -6 | -19 | 3.8
Cc1ccc(-n2c(C)cc(/C=C3/C(=O)NC(=O)N(Cc4ccco4)C3=O)c2C)cc1 | -2.3 | -13 | -5 | 0 | 1 | -4 | 3 | 1 | -9 | 0.6
O=c1c2ccccc2nc(Cc2ccccc2)n1-c1ccc(O)cc1 | -1.4 | 8 | 12 | -1 | 0 | x | -1 | -1 | -1 | -0.7
Cc1ccc(OP(=O)(Nc2cccc(C)c2)Oc2ccc(C)cc2)cc1 | -0.2 | 1 | 4 | -1 | -2 | -4 | -2 | 3 | -8 | 1.8
CN(C(=O)Oc1ccc(C(C)(C)C)cc1)c1ccccc1 | -2.1 | 3 | -14 | -1 | 0 | -7 | -3 | -1 | 77 | 1.4
S=C=Nc1ccccn1 | -0.8 | -4 | 3 | 18 | -14 | 0 | 5 | 0 | 7 | 0.9
S=C1Nc2ccccc2Sc2ccccc21 | -1.3 | -6 | 14 | 0 | 6 | -1 | -5 | 1 | 9 | 0.8
CCOC(C(=O)OCCC[N+](C)(CC)CC)(c1ccccc1)c1ccccc1 | -2.9 | 1 | x | x | 1 | 0 | 0 | 2 | 1 | 1.6
COc1ccc(CCNCc2ccccn2)cc1OC | -2.1 | 0 | -4 | x | 0 | x | -2 | -5 | -2 | -2.9
O=c1[nH]c(=O)n(C2CCCCC2)c(O)c1C1NCCc2ccccc21 (centres undefined) | 0.6 | -3 | 7 | x | -4 | 1 | -2 | 4 | -14 | -0.5
Following part.
SMILES | CAL PDZ FP-1 | cardiac RTF act | Rtt109 HAT inh | Wnt bcat act | Tat transport | CAL PDZ FP-2 | dFosB act | V-ATPase pH | MITF TRPM1 HTS | CDK5 inh
CC(NS(C)(=O)=O)c1nnc2n1-c1ccc(Br)cc1C(c1ccccc1Cl)=NC2 (centres undefined) | -1.1 | 3 | 3 | 17 | 5 | -5 | -4 | 0 | x | -0.1
Nc1ncc2[nH]cnc2n1 | 0.4&0.8 | 2&6 | -4&7 | -4&-2 | 4&-7 | 0&-7 | -2&-6 | 3&4 | 7&6 | 0.3&-0.6
CN(C)C(=O)Oc1ccc2oc(=O)cc(-c3cc4ccccc4o3)c2c1 | -2.7 | 3 | 9 | -2 | 0 | -1 | 2 | 4 | -5 | x
Cc1ccc(C(=O)O)cc1N=Nc1c(O)[nH]c(=O)[nH]c1=O | -4.9 | 9 | -2 | -6 | -7 | -1 | -14 | 4 | -5 | 1.7
C=C1C(=O)O[C@@H]2C[C@@H](C)[C@@H]3C=CC(=O)[C@@]3(C)[C@@H](O)[C@H]12 | 0.3 | 1 | 4 | -20 | -8 | -4 | 1 | -4 | -106 | 0.9
CC(Cc1cnccn1)NCc1c(C(=O)N2CCCCCCC2)nc2ccc(Cl)cn12 (centres undefined) | -2.0 | -1 | 0 | 0 | 9 | -4 | -9 | 3 | -6 | 0.6
NC(Cc1ccccc1)c1nc(-c2ccccc2)no1 (centres undefined) | -2.7 | 3 | -4 | 19 | 3 | 1 | -3 | -3 | 22 | 0.2
Cc1ccc2c(C)cccc2c1 | -4.3 | 3 | 1 | -5 | -4 | -11 | -3 | -1 | -2 | -0.9
Cc1nn(Cc2ccccc2)c(Cl)c1C(=O)Nc1ccc(OC(F)(F)F)cc1 | -1.9 | 1 | 4 | -6 | 8 | -3 | 5 | 2 | 2 | -1.0
N#C/C(=C\c1ccc(O)cc1)C(=O)O (tested in a mixture with another compound) | 0.5 | 1 | -1 | 4 | 1 | -2 | 1 | -70 | 8 | -0.3
Cc1nc2ccccc2c(=O)n1-c1ccccn1 | -0.6 | 0 | 7 | x | 14 | -3 | 2 | -2 | 3 | 1.0
CCN(CC)C(=O)c1ccc(NC(=O)COC(=O)c2ccc(Cl)s2)cc1 | -1.0 | -2 | 3 | -3 | -4 | -5 | -11 | 3 | 2 | 0.6
CCCNC(=O)N1[C@H]2CC[C@@H]1C(C(=O)OC)=C(c1cccc(Cl)c1)C2 | 1.1 | -4 | -4 | 20 | 1 | -1 | 2 | -1 | -8 | 0.0
O=C(C(Cc1ccccc1)NS(=O)(=O)c1cccc2nsnc12)N1CCC2(CC1)OCCO2 (centres undefined) | -1.3 | 4 | -5 | x | -4 | -5 | 3 | 3 | x | -3.1
COc1ccc2c(c1)c(C(=O)O)c(C)n2CC(C)C | -1.2 | 2 | 3 | -3 | 10 | -2 | 3 | -5 | 0 | 0.3
c1ccc2sc(NC3=NCCN3)nc2c1 | -0.9 | 3 | -6 | 18 | 1 | -3 | 0 | -2 | 33 | -4.9
O=C(NC(=C(Cl)Cl)P(=O)(c1ccccc1)c1ccccc1)c1ccccc1 | -0.4 | -6 | -4 | -1 | -3 | 0 | -10 | -2 | -14 | 0.6
CCCCCn1c(=O)c(C(=O)Nc2cnccn2)c(O)c2ccccc21 | 0.0 | -6 | -3 | 2 | -7 | -1 | 6 | 1 | -65 | -0.1
CNC(C(=O)c1ccccc1)C(OC(C)C)c1ccc(Cl)cc1 (centres undefined) | x | 1 | 9 | x | -1 | -2 | -3 | 3 | 0 | -0.4
CC1CCCN1CCC(C(N)=O)(c1ccccc1)c1ccccc1 (centres undefined) | -1.3 | 2 | -5 | -2 | -9 | -4 | 3 | -1 | -6 | 0.2
Cc1nc2cc([N+](=O)[O-])ccc2c(=O)n1-c1cccc(Br)c1 | -0.2 | 1 | -3 | 1 | 1 | -6 | -2 | 1 | -6 | 0.1
CC12CC[C@H]3[C@@H](CCC4(O)C[C@H](O)CCC34/C=N/NC(=O)Cc3ccccc3)C1(O)CCC2C1=CC(=O)OC1 (some centres undefined) | 0.3 | -1 | 29&6 | -13 | 3&1 | -3 | 0 | -5 | -1 | -0.3
C=CCN1C(=O)NC(=O)/C(=C/c2cc3c4c(c2)CCCN4CCC3)C1=O | -0.4 | 11 | -6 | x | 3 | 2 | 4 | -2 | 9 | 1.6
O=C1C(=O)N(c2ccccc2)P(=O)(N(CCCl)CCCl)N1c1ccccc1 | -0.1 | 2 | 1 | 37* | -6 | -7 | -5 | -1 | 99* | -1.3
CC(N)C(=O)OC(C)(C)Cc1ccc(Cl)cc1 (centres undefined) | -0.4 | 6 | 3 | -2 | -9 | -4 | -5 | 4 | -8 | -1.3
Next records follow.
SMILES | CAL PDZ FP-1 | cardiac RTF act | Rtt109 HAT inh | Wnt bcat act | Tat transport | CAL PDZ FP-2 | dFosB act | V-ATPase pH | MITF TRPM1 HTS | CDK5 inh
COc1ccc(-n2c(O)c(C=NCCCn3ccnc3)c(=O)[nH]c2=O)cc1 | -1.0 | 10 | 9 | -2 | 5 | -3 | 6 | 3 | x | -1.2
COc1ccc(-n2c(O)c(C=Nc3c(C)n(C)n(-c4ccccc4)c3=O)c(=O)[nH]c2=O)cc1 | x | -4 | 10 | -9 | 4 | -5 | 2 | -3 | 1 | 1.1
Cc1cc(OCC(=O)N2CCC(C(=O)O)(c3ccccc3)CC2)c2c(C)cc(=O)oc2c1 | -0.5 | 0 | 4 | -2 | 1 | 4 | -3 | 0 | 6 | -1.0
O=C1CC(=O)N(c2ccc3c(c2)OCO3)C(=O)N1 | -2.9 | 3 | 13 | x | 10 | -4 | -2 | -1 | -11 | -0.9
O=C(Nc1cccc(Cl)c1)OC1CN2CCC1CC2 (centres undefined) | -2.0 | 1 | -10 | 26 | -15 | 1 | 0 | 0 | 21 | -0.2
Cc1ccc(-n2c(CNCc3ccc(F)cc3)nc3ccccc3c2=O)cc1 | -0.5 | -3 | 6 | 3 | 10 | 6 | -2 | -3 | x | -1.7
CC(C)=CCc1c(O)cc2c(c1O)C(=O)CC(c1ccc(O)cc1)O2 (centres undefined) | 0.6 | 2 | 12 | -2 | 10 | -5 | 2 | 0 | x | 2.2
COc1ccc(C=C2C(=O)NC(=S)NC2=O)cc1 | -0.2 | -11 | 4 | -4 | 1 | -4 | -4 | 5 | 0 | 1.0
CCOc1cc(C2NCc3ccccc3-n3cccc32)ccc1OC (centres undefined) | -1.1 | -5 | -27 | -2 | -1 | -2 | -6 | 5 | -1 | -1.4

Assay outcomes (PubChem BioAssay)

This is a subset; the hit share may differ from the screen's.
